# Bioassay records as filed in PubChem BioAssay.
# yeast sgs1 mgt1: NCI yeast anticancer drug screen, S. cerevisiae sgs1 mgt1 strain | AID 161 | hit rate 10% among 78,000 | growth inhibition, % at 50 µM;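 further: 0% = growth of vehicle-only cultures of the same strain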
#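 Yeast cells carrying a defined DNA-repair defect were exposed to test compounds. Growth inhibition was measured relative to vehicle-treated controls.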
# mlh1 rad18: NCI yeast anticancer drug screen, S. cerevisiae mlh1 rad18 strain | % growth inhibition at 50 µM | hit rate 11% among 79,000;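 further: 0% = growth of vehicle-only cultures of the same strain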
#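 Yeast w/ defined DNA-repair lesions; compound exposure; growth vs vehicle controls → % inhibition.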
# mec2-1: NCI yeast anticancer drug screen, S. cerevisiae mec2-1 strain | % growth inhibition at 50 µM | hit rate 9% among 79,000;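 further: 0% = growth of vehicle-only cultures of the same strain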
#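 Growth inhibition is read against vehicle-treated controls after compound exposure of the mec2-1 yeast strain, which is defective in DNA damage repair or cell cycle control.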
# rad50: NCI yeast anticancer drug screen, S. cerevisiae rad50 strain | growth inhibition, % at 50 µM | hit rate 10% among 79,000 | AID 155;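 further: 0% = growth of vehicle-only cultures of the same strain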
#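 Inhibition values express reduced yeast growth in compound-treated cultures relative to vehicle-treated controls.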
# yeast bub3: NCI yeast anticancer drug screen, S. cerevisiae bub3 mutant strain; % growth inhibition at 50 µM; hit rate 9.9% among 78,000; AID 167;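 further: 0% = growth of vehicle-only cultures of the same strain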
#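 Screening used yeast with an engineered genetic alteration affecting cell cycle control. Compound-exposed cultures were compared with vehicle cultures, and reduced growth was taken as inhibition.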
# cln2 rad14: NCI yeast anticancer drug screen, S. cerevisiae cln2 rad14 strain; % growth inhibition at 50 µM; hit rate 8.3% among 78,000; AID 165;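 further: 0% = growth of vehicle-only cultures of the same strain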
#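 Test compounds were added to cln2 rad14 yeast cultures; inhibition of growth was then determined by comparison with vehicle treatment.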
# Starred values were filed as active, the others as inactive; . = no result given; & = joins results of further samples; ! = not active in a repeat. No stated cut-off is given here; in the data, active means growth inhibition above about 70%; inactive means the rest.
# The first 2 compounds, ahead of the listing:
SMILES,yeast sgs1 mgt1,mlh1 rad18,mec2-1,rad50,yeast bub3,cln2 rad14
O=C(O)CSc1n[nH]c(=O)[nH]c1=O,-15,3,-8,-20,-51,-8
c1ccc2c(c1)ccc1c2ccc2c1cc1ccccn12,-13,1,7,-4,-20,-15

# Results, from the first entry:
SMILES,yeast sgs1 mgt1,mlh1 rad18,mec2-1,rad50,yeast bub3,cln2 rad14
O=C(O)CSc1n[nH]c(=O)[nH]c1=O,-15,3,-8,-20,-51,-8
c1ccc2c(c1)ccc1c2ccc2c1cc1ccccn12,-13,1,7,-4,-20,-15
CCSC1(SCC)C(=O)OC2=C(CCCCC2)C1N(C)c1ccccc1 (centres undefined),-14,-13,-13,-15,1,-23
COC(=O)NC1C(C)OC(OC2C/C=C(/C)C3C=CC4C(OC5CC(OC6CCC(OC7CC(O)C(OC8CCC(O)C(C)O8)C(C)O7)C(C)O6)C(OC(C)=O)C(C)O5)C(C)CC(C)C4C3(C)/C(O)=C3/C(=O)OC4(CC(C=O)=CC(O)C4/C=C\2C)C3=O)CC1(C)[N+](=O)[O-] (centres undefined),22,-38,21,21,23,26
CNc1ccccc1C(=O)N/N=C/C=C/c1ccccc1,31,14,0,32,5,3
CC1(C)OCCS1,7,14,18,-4,21,19
NC(CCc1ccccc1)(C(=O)O)c1ccccc1 (centres undefined),-21,-16,-15,-24,-30,-35
Cc1ccc(S(=O)(=O)n2cncc2CO)cc1,-15,-11,-27,-34,4,8
Fc1ccc(C2SCc3nc4ccccc4n32)cc1Cl (centres undefined),94*,92*,93*,91*,92*,93*
CC1(C)COC(c2ccc(C(F)(F)F)cc2C(O)c2ccc3ccccc3c2)=N1 (centres undefined),4,10,-2,12,-3,10
Cc1cn(CCCn2cnc3c(=O)[nH]cnc32)c(=O)[nH]c1=O,-17,-3,-22,-13,-22,-3
O=S(=O)(/C=C/C=C/S(=O)(=O)c1ccccc1)c1ccccc1,44,-13,20,3,-11,3
COc1ccc(C(O)c2ccc(OC)cc2)cc1,-24,-8,-17,-11,-22,10
CCCCCCCC/C=C\CCCCCCCC(=O)NCCN(C)C,100*,99*,99*,99*,97*,68
Cc1cccc(C)c1N/C(=N\Nc1c([N+](=O)[O-])cccc1[N+](=O)[O-])NC(=O)c1ccccc1C(=O)N/C(=N/Nc1c([N+](=O)[O-])cccc1[N+](=O)[O-])Nc1c(C)cccc1C,16,67,22,67,66,42
Cc1cc(C)c(C(=O)Oc2ccc(C)c(CC(Cl)(Cl)Cl)c2)c(C)c1,5,14,9,33,0,19
O=C(/C=C/c1ccc([N+](=O)[O-])cc1)Cc1ccccc1,-4,7,6,13,4,-28
CCCCCCCCn1nnnc1N,1,8,21,-1,21,0
COC(=O)CCC(=O)CN1C(=O)c2ccccc2C1=O,4,2,9,15,14,12
CSc1c2c([nH]c(=O)c1C#N)-c1ccccc1CC2,5,4,-1,-6,-4,15
CCCCc1ccncc1,19,20,5,5,9,-26
COc1ccc(C(NCCn2cnc3c2c(=O)n(C)c(=O)n3C)c2ccccc2)cc1 (centres undefined),11,19,4,19,-4,-34
COc1ccc(C2OC(=O)C(=O)C2=O)cc1OC (centres undefined),-8,-9,-25,-26,9,-17
NC(=O)NN=C1C=CC=C1,0,0,8,5,12,13
COc1ccc(NS(=O)(=O)c2ccc(NCc3c4ccccc4nc4ccccc34)cc2)nn1,17,18,8,-13,0,30
Cc1nc2c(=O)[nH]c3ccc(Cl)cc3c2o1,41,46,38,42,60,77*
O=c1oc2ccccc2c(O)c1C(c1ccc(C(c2c(O)c3ccccc3oc2=O)c2c(O)c3ccccc3oc2=O)cc1)c1c(O)c2ccccc2oc1=O,19,40,32,36,31,0
CC(C)CNN(CC(C)C)C(N)=O,-20,-20,-25,-33,-26,-25
COC(=O)/C=C(/C=C1/C(C#N)=C(N)N(c2ccc(Cl)cc2)C1(C)/C(=C/C(=O)OC)C(=O)OC)C(=O)OC (centres undefined),2,11,-11,-3,22,7
CC1=C(C)C(=O)OC1,-1,-24,-12,-4,10,6
O=C(NCCc1ccccc1)c1[nH]c(-c2ccccc2)c(-c2ccccc2)c1-c1ccccc1,11,-2,-10,31,-6,4
Cc1ccc(S(=O)(=O)c2c(N)c3nccn3c3nc4ccccc4nc23)cc1,-78,-89,-68,-52,-62,-39
O=C1OC(C2OC(=O)C(=O)C2C(=O)c2cccc([N+](=O)[O-])c2)C(C(=O)c2cccc([N+](=O)[O-])c2)C1=O (centres undefined),13,30,41,0,-37,-34
CC(=O)OCC1OC(n2c(C)c(N=Nc3ccccc3)c(C)c(C#N)c2=S)C(OC(C)=O)C(OC(C)=O)C1OC(C)=O (centres undefined),-2,15,-18,-18,-10,-1
O=C(O)c1c(O)ccc2ccccc12,16,44,27,37,0,-10
CN(CCSCC(N)C(=O)O)CCSCC(N)C(=O)O (centres undefined),1,29,11,5,-58,29
COC(=O)c1nc(=S)[nH]c(C(=O)OC)c1C(=O)c1ccc(O)cc1O,3,37,17,18,30,11
O=C(O)c1ccc(C2C3C=CC(C3)C2[N+](=O)[O-])cc1 (centres undefined),-20,-36,-19,6,-12,6
CCCCCCCCNC(=O)CCl,13,32,16,20,41,-1
Nc1cc2ccccc2c2c1ccc1ccccc12,92*,91*,94*,90*,91*,90*
O=C1c2cc(CCl)sc2C(=O)c2ccsc21,90*,83*,89*,89*,88*,90*
O=C1CCCC/C1=C(\Br)I,91*,93*,92*,89*,89*,91*
CNS(=O)(=O)c1ccc(N)cc1,3,3,-6,-3,3,-27
CCN(CC)CCN1C(=O)c2c(c(-c3ccccc3)c3ccccc3c2-c2ccccc2)C1=O,22,28,35,22,27,13
CN(C)CCN(Cc1ccccc1)c1ccccn1,24,-1,21,3,12,63
CCOC(=O)COC(=O)C1C(C(N)=O)N(CC(=O)OCC)CCN1CC(=O)OCC (centres undefined),-8,2,2,2,-2,-1
CC(=O)Oc1ccc(C2c3cc(OC(C)=O)c(OC(C)=O)cc3CC3C(=O)OCC32)cc1OC(C)=O (centres undefined),3,1,-5,2,12,-36
CCCCNC(=O)c1ccc([N+](=O)[O-])cc1,13,-9,12,29,-17,18
ClCC1Nc2ccccc2-c2ccccc21 (centres undefined),-9,1,8,5,-2,-11
CC1(C)OC2OC(C(O)CO)C(O)C2O1 (centres undefined),-5,4,2,-9,10,-24
c1ccc2c(c1)C(=Nc1ccc3ccccc3c1)c1ccccc1-2,-12,-28,-21,-16,-16,-52
O=C(O)C1CCCCCCCCCC1,-4,-1,-3,8,-20,-38
C/C(=N/O)c1ccc2c(c1)C(C)c1ccccc1-2 (centres undefined),35,75*,46,35,78*,77*
Clc1cccc(-c2sc(-c3ccsc3)cc2Cc2ccsc2)c1,-22,2,-20,-21,-24,-29
O/N=C1/CCCc2nonc21,0,-6,-3,-19,-8,4
O=C1c2cccc(O)c2C(=O)c2c(O)cc(CO)cc21,90*,91*,90*,87*,89*,88*
Cc1cnc(Sc2c([N+](=O)[O-])ncn2C)nc1,64,80*,98*,72*,100*,41
Cc1c([N+](=O)[O-])cc(C(C)(C)C)c(OC(=O)Nc2cccc(Cl)c2)c1[N+](=O)[O-],80*,72*,74*,61,39,23
CCOc1c(N=Nc2ccccc2OC)c(C)nn1C(N)=S,9,30,4,9,23,-21
O=C(CC(=O)c1cccc([N+](=O)[O-])c1)C(=O)Nc1ccccc1,15,-6,-29,-30,-8,11

# Quoted from the listing:
# For mlh1 rad18, `c1ccc2c(c1)ccc1c2ccc2c1cc1ccccn12` has the entry 1
# For rad50, `CCOC(=O)COC(=O)C1C(C(N)=O)N(CC(=O)OCC)CCN1CC(=O)OCC` (centres undefined) has the entry 2
# For rad50, `O/N=C1/CCCc2nonc21` has the entry -19
# For mec2-1, `O=C(O)CSc1n[nH]c(=O)[nH]c1=O` has the entry -8

# (more compounds)
SMILES,yeast sgs1 mgt1,mlh1 rad18,mec2-1,rad50,yeast bub3,cln2 rad14
CCOC1CCC(C(=O)CC)C(C#N)(C#N)C1(C#N)C#N (centres undefined),5,8,14,23,12,13
CC(C)(C)c1ccc(O)c(C(O)c2ccccn2)c1 (centres undefined),7,37,-4,15,11,2
CC(=O)Nc1ccc2c(c1)-c1ccccc1C2=O,2,-1,7,68,-20,-39
O=C1CCCC(=O)O1,-9,0,-8,18,-13,-12
CCn1cc(C(=O)O)c(=O)c2ccc(-c3ccncc3)cc21,6,11,9,3,17,-8
CCCCCCCCCCCCCCCCCC(=O)OCC(COC1OC(CS(=O)(=O)O)C(O)C(O)C1O)OC(=O)CCCCCCCCCCCCCCCCC (centres undefined),7,20,18,24,-2,3
COc1cc(-c2[nH]ncc2CCCC(=O)Nc2ccccc2[N+](=O)[O-])ccc1O,-14,18,-3,21,-3,8
O=C(NC1CCCCC1)N(C1CCCCC1)C1CCCCC1,-2,2,10,8,24,3
NNC(=S)N/N=C/c1ccco1,-29,-14,-10,-10,-9,-19
CC(C)(CCc1nc2ccccc2[nH]1)C(=O)O,-1,-4,-6,-18,1,-10
O=c1c2cc(S(=O)(=O)Nc3ccccc3Cl)ccc2ncn1NS(=O)(=O)c1ccc(Br)cc1,32,24,2,35,20,0
O=C1OC2C3c4ccccc4C(c4c3cc(F)c3ccccc43)C2O1 (centres undefined),33,51,30,50,42,46
CCCCCCCCCCCCCCCCCC(=O)N/N=C/c1ccc(O)cc1,-16,2,-12,-22,-6,-61
CCCCCCCCCCCCCCCC(=O)N(CCCCCCCCCCC(=O)O)CC(O)C(O)C(OC1OC(CO)C(O)C(O)C1O)C(O)CO (centres undefined),10,-16,-24,-8,51,-22
COCC1OC(n2cc(C)c(=O)n(C)c2=O)CC1OC (centres undefined),20,8,7,1,24,-7
O=C(/C=C/c1ccccn1)c1ccccc1,24&45,81*!,16&40,16&9,40&47,27&7
COc1ccc(-c2cc(-c3ccccc3)nc(-c3cccc([N+](=O)[O-])c3)c2)cc1,11,18,-4,-2,21,-4
CSc1c2c(c(C)c3c1[nH]c1ccccc13)C=NCC2,9,18,14,11,14,-83
O=C(O)CCCCCCCCCCCCC1C=CCC1 (centres undefined),-4&6,-6&-11,-18&-32,-1&-11,-17&-23,9&-4
CC1CCC2CC(Cl)CCC2(C)C1C (centres undefined),-21,14,-18,-8,-37,-40
O=C(O)CC(NC(=O)OCc1ccccc1)C(=O)OCc1ccccc1 (centres undefined),-12,-20,18,1,-21,-17
O=Cc1ccc2c(c1)CC1(Cc3ccccc3C1)C2,-11,-30,-48,-3,10,-7
O=C1/C(=C/c2ccc3c(c2)OCO3)SC2C=Nc3ccccc3N12 (centres undefined),1,-9,-20,-14,2,-7
COc1cc(C(Nc2ncccn2)c2cc3c(cc2O)OCO3)cc(OC)c1OC (centres undefined),40,31,22,37,5,12
CN(CCO)CCn1cnc2c1c(=O)n(C)c(=O)n2C,2,-6,-14,-37,-7,-22
CCOC(=O)N1CCC2(CC1)NC(=O)c1ccccc1N2,.,-5,-19,-18,.,.
N#CC(Nc1cccc(C(F)(F)F)c1)c1ccccc1C(F)(F)F (centres undefined),90*,85*,92*,86*,90*,89*
O=C(NCCCCl)c1c(O)c2ccccc2[nH]c1=O,52,28,26,59,46,18
CCCCCCCCN(CC)CC,40,31,7,-2,5,3
O=C(O)/C=C(/Cl)c1ccccc1,-10&3,18&9,0&1,0&19,-6&-9,-66&-85
O=C(/C=C(\Br)c1ccccc1)c1ccccc1,100*,99*,100*,99*,99*,99*
CCCCC(CC)(CCC)CCN (centres undefined),17,31,2,2,-6,32
CCOC(=O)CC1(C)c2nc(NC(C)=O)sc2Cc2sc(NC(C)=O)nc21,1,-16,-9,-2,-2,-27
O=[N+]([O-])C1=C(c2ccccc2)SC(Br)=C(c2ccccc2)S1,3,8,10,-1,3,-1
O=[N+]([O-])c1c[nH]c2ncnc(Cl)c12,0,7,1,4,-3,-7
COc1ccc(N2C(=O)/C(=C/c3ccc(N(CCC#N)CCC#N)cc3C)N=C2/C=C\c2ccccc2)cc1,23,3,16,13,5,-13

# Ordered by molar mass (highest first): some entries from above
SMILES,yeast sgs1 mgt1,mlh1 rad18,mec2-1,rad50,yeast bub3,cln2 rad14
O=C(NCCc1ccccc1)c1[nH]c(-c2ccccc2)c(-c2ccccc2)c1-c1ccccc1,11,-2,-10,31,-6,4
Cc1c([N+](=O)[O-])cc(C(C)(C)C)c(OC(=O)Nc2cccc(Cl)c2)c1[N+](=O)[O-],80*,72*,74*,61,39,23
CNc1ccccc1C(=O)N/N=C/C=C/c1ccccc1,31,14,0,32,5,3
COc1ccc(C2OC(=O)C(=O)C2=O)cc1OC (centres undefined),-8,-9,-25,-26,9,-17
CC(=O)Nc1ccc2c(c1)-c1ccccc1C2=O,2,-1,7,68,-20,-39

# Hits appear at their usual frequency. Share with any hit: about 14%.
